Screening data: PubChem, The Scripps Research Institute Molecular Screening Center
CHO-K1 Ca ag = M1 agonist counterscreen hit in parental CHO-K1 cells. Fluo-8 calcium fluorescence; scaled to maximal ATP response, vehicle zero. activation, % at 3 µM. actives 0.48% (n = 360,000); in the data active = activation above about 15%;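 note: untransfected CHO-K1 host cells lacking M1 receptor as counterscreen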
OXTR agonist = human OXTR agonism; activation, % at 3 µM; CHO-OTR cells, Fluo-8 calcium fluorescence; normalized: DMSO 0%, oxytocin 100%; AID 2435; actives 0.32% (n = 320,000); P30559;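 active = activation above the mean of all tested compounds plus 3 SD, cutoff set per screening run, cut at about 20% in these data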;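 note: peak over basal fluorescence ratio from a 100 s FLIPR kinetic read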
M1 PAM parental = M1 PAM counterscreen hit in parental CHO-K1 cells. actives 0.02% (n = 360,000). activation, % at 3 µM. ATP EC20, Fluo-8 calcium fluorescence; 0% at ATP EC20, 100% at ATP max;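 active = activation above the run cutoff, the mean activation of all test compounds plus 3 SD, cut at about 40% in these data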;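 note: peak over basal fluorescence ratio in a 140 s read after ATP addition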
CHO parental Ca = signal in parental CHO cells, OX1R antagonist counter-screen | inhibition, % at 5.6 µM | actives 0.63% (n = 330,000) | AID 463079 | parental CHO-K1, ATP-induced calcium, Fluo-8 fluorescence;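 active = inhibition above that plate's mean sample inhibition plus 3 SD, cut at about 26% in these data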;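 note: 0% = ATP-challenged DMSO wells and 100% = DMSO wells without ATP; some compounds past the cut are filed as inactive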
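test system = CHO parental line | reagent = ATP stimulus | measured by = intracellular calcium via Fluo-8 no-wash fluorescent dye | control set = ATP and no-ATP DMSO wells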
TAAR1 antag = human TAAR1 antagonism. inhibition, % at 3 µM. Q96RJ0. CHO RD-HGA16 TAAR1, Fluo-8 calcium fluorescence, antagonist. actives 1.5% (n = 360,000);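 active = inhibition above a per-plate cutoff, the mean inhibition of test compounds on that plate plus 3 SD, cut at about 49% in these data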;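 note: 0% = DMSO plus EC80 beta-PEA response and 100% = DMSO alone without agonist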
Target sequence (Q96RJ0 whole entry, looked up): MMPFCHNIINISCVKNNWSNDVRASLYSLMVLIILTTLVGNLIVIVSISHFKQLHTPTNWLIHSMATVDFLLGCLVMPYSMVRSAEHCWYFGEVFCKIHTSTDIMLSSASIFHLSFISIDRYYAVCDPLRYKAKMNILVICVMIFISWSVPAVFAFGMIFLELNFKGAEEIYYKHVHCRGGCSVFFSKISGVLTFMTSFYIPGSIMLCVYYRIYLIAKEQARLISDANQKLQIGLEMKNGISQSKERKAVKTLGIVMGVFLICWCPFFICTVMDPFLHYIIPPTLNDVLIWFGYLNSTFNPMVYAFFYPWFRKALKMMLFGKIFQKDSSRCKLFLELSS
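Test system – hTAAR1-expressing CHO RD-HGA16 cells, Gα16-coupled · Also added – β-PEA at EC80 concentration, post-compound challenge · Compound – 3 µM, single point · Incubation – dye loading 75 min at 37 °C, then 30 min room temperature · Measured by – Fluo-8 intracellular calcium dye fluorescence, real-time kinetic reads · Benchmarks – vehicle and agonist controls · Replicates – singlicate, one well per test compound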
V1aR counter = counter-screen for oxytocin receptor agonists: human V1a receptor agonists; CHO-V1R cells, Fluo-8 calcium fluorescence, agonist mode; 0% DMSO, 100% 3 nM vasopressin; actives 0.25% (n = 320,000); P37288; activation, % at 3 µM; AID 2797;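 active = activation above the mean activation of all tested compounds plus 3 SD, per screening run, cut at about 20% in these data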;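 note: signal is peak over basal fluorescence ratio across a 100 second FLIPR read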
Target sequence (P37288 whole entry, looked up): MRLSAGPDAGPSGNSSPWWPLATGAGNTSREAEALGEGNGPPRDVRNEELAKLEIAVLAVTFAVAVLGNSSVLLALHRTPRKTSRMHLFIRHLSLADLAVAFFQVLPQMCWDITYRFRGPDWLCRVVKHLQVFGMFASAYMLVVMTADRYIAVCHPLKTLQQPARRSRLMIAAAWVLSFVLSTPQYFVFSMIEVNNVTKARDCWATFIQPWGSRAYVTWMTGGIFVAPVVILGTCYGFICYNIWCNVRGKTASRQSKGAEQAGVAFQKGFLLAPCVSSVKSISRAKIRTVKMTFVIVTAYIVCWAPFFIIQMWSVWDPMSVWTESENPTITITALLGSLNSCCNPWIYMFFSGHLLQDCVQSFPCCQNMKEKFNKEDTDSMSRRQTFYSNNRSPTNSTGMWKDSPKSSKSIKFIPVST
GPR7 antagonist = antagonists of human GPR7 (neuropeptides B/W receptor 1); GPR7-expressing cells, fluorescence antagonist assay; inhibition, % at 4.4 µM; actives 1.1% (n = 290,000); in the data active = inhibition above about 16%, passing the limit was not always enough;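 note: cells stimulated with the agonist NPW; 0% = agonist with vehicle and 100% = vehicle without agonist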
OXTR potentiator = potentiates the human oxytocin receptor response | activation, % at 3 µM | AID 2445 | CHO-OTR cells, Fluo-8 calcium fluorescence, potentiator mode; 0% = oxytocin EC15, 100% = EC100 | P30559 | actives 0.061% (n = 320,000);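 active = activation above that plate's cutoff, the mean activation of tested compounds plus 3 SD, cut at about 6.6% in these data, passing the limit was not always enough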;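 note: 100% uses oxytocin at 75 nM as the full agonist control; some results filed as inactive read as strong as hits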
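System: human OTR in CHO cells / Also added: sub-maximal oxytocin, roughly EC15 / Control set: EC15 oxytocin low, 75 nM oxytocin high / Schedule: 6 min compound pre-incubation at room temperature, 100 s kinetic read / Compound: single-point 3.0 µM / Replication: singlicate / Technique: Fluo-8 calcium dye fluorescence / Read-out basis: % activation of max/min ratio relative to oxytocin controls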
CHO-K1 Ca antag = counter-screen for M1 antagonists: effect in parental CHO-K1 cells | ATP-induced calcium, Fluo-8 fluorescence | inhibition, % at 3 µM | actives 0.6% (n = 360,000);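 active = inhibition above a per-plate cutoff, the plate's mean sample inhibition plus 3 SD, cut at about 24% in these data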;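 note: 0% = DMSO plus EC80 ATP and 100% = DMSO alone without ATP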
Active calls of the source: *; x = no result given.

structure	CHO-K1 Ca ag	OXTR agonist	M1 PAM parental	CHO parental Ca	TAAR1 antag	V1aR counter	GPR7 antagonist	OXTR potentiator	CHO-K1 Ca antag
C/C(=N\O)c1ccn(S(=O)(=O)c2ccc(Cl)cc2)c1	1.1	-0.9	13	-27	7	10	-18	-8	-11
C[C@H]1NC(=O)[C@@]2(C)[C@@H](c3ccccc3)[C@H]3COc4ccccc4[C@@H]3N2C1=O	1.1	1.3	5	-26	-2	0.0	x	2	-9
N#Cc1nc(-c2ccccc2F)oc1NCCN1CCOCC1	-0.2	1.2	4	-5	-7	0.8	-6	6	6
CCOC(=O)C1ON2CCCCC2C1(O)C(F)(F)F (stereo unspecified)	3.8	0.6	7	-6	-3	1.0	-6	2	5
O=C(O)c1ccc(/C=C2\SC(=S)N(NC(=O)c3ccccc3[N+](=O)[O-])C2=O)cc1	0.3	x	22	x	-18	x	-1	x	-9
CCOC(=O)C1(Cc2ccccc2)CCN(Cc2cccc(OC)c2O)CC1	5.1	0.6	13	-24	-22	1.7	-7	-7	-9
COc1ccc(-c2ccc(C(=O)NCC3CCOCC3)c3occc23)c(C)c1	6.5	x	5	x	59*	x	x	x	-11
COCCNCCCCSc1ccc(Cl)cc1	2.5	0.0	14	-2	9	0.4	5	-3	-4
Cc1c(C(=O)NCc2ccccn2)oc2ccccc12	0.1	-1.2	7	-15	-6	-0.1	-1	-8	-10
CCOc1ncccc1C(=O)OCC(=O)Nc1cccc(S(N)(=O)=O)c1	2.1	0.5	20	-6	-14	0.2	-1	-4	-4
CNc1c(NC(=O)COc2ccc(Cl)cc2)c(=O)oc2ccccc12	1.7	1.9	6	-15	-3	4.1	-15	-2	4
Cc1cc(OCC(=O)NCCN2CCOCC2)cc(C)c1Cl	0.5	0.9	-4	6	-9	0.6	-9	-4	-10
COc1ccc(Br)cc1CN1CCC(N2CCCC2)CC1	0.8	0.3	19	-14	-13	1.1	-4	-2	-12
CNC(=S)NNC(=O)c1cc(-c2cccnc2)nc2ccccc12	8.4	-0.1	-3	-8	2	0.4	-17	-7	8
Cc1ncc(S(=O)(=O)c2ccccc2)c(-c2ccc(Cl)cc2Cl)n1	-0.1	-2.0	12	-17	18	-1.3	-12	-9	-5
Cc1ccc(Nc2nc(-c3ccc(S(=O)(=O)N4CCOCC4)cc3)cs2)cc1Cl	1.1	-0.8	15	-27	-27	0.8	-5	-4	-3
CCOc1ccc(C2C(C#N)=C(N)Oc3cc(C)n(CCN4CCOCC4)c(=O)c32)cc1OCC (stereo unspecified)	0.6	x	7	x	12	x	-4	x	-4
Cc1cccc(OCc2nnc(SCc3nc4cc(C(F)(F)F)ccc4c(=O)[nH]3)o2)c1	0.3	-0.8	0	0	-1	0.1	-11	-14	-12
CC(NC(=O)c1cc(COc2cccc(C(F)(F)F)c2)on1)c1nccs1 (stereo unspecified)	2.1	1.4	11	-18	-9	3.0	2	-6	-6
CC(C)(C)NC(=O)C1(C)CCC(=O)N1C1CC1 (stereo unspecified)	0.2	x	-4	x	-23	x	x	x	11
O=C(NC1CCS(=O)(=O)C1)C1CCCCN1S(=O)(=O)c1ccc(Cl)cc1 (stereo unspecified)	1.1	0.0	-7	-9	-3	0.5	-9	3	2
COc1ccc(OC)c(C=NN=Cc2cc(OC)ccc2OC)c1	-0.8	x	-2	x	-11	x	x	x	-1
Cc1nn(Cc2ccccc2Cl)c(Cl)c1/C=C/C(=O)OCC(=O)NC1CCS(=O)(=O)C1 (stereo unspecified)	-0.5	1.6	-5	-9	10	1.3	6	-5	20
O=C(COc1ccccc1F)Nc1ccc(S(=O)(=O)N2CCCC2)cc1	4.3	2.9	17	-15	13	2.6	x	-4	-24
O=S(=O)(c1ccccc1)N1CCN=C1SCc1ccccc1	1.4	-1.2	31	-4	19	-1.2	-11	-9	-11
Cc1cnc(NS(=O)(=O)c2ccccc2)c(C)n1	-0.1	-0.5	4	-2	-15	0.0	-12	5	-6
O=C(O)c1ccc(Cl)c(S(=O)(=O)Nc2ccc(OCc3ccccc3)cc2)c1	0.3	0.3	13	2	-12	-0.4	-4	0	-2
CCC/C=C(\CCC)C(NC(=O)CCc1ccccc1)c1ccc(C(F)(F)F)cc1 (stereo unspecified)	x	-0.5	x	-38	x	-0.8	x	-10	x
O=C(NC1CCCCC1)C1c2ccccc2OCC(=O)N1Cc1cccnc1 (stereo unspecified)	0.6	x	10	x	3	x	x	x	-8
COCCNC(=O)/C(C#N)=C/c1cccc(/C=C(\C#N)C(=O)NCCOC)c1	0.4	1.0	10	-1	9	0.6	-2	-5	1
COC(=O)Cc1ccc(OCC(=O)Nc2ccc(OC(F)(F)F)cc2)cc1	2.3	1.5	-11	7	13	1.6	-3	-5	7
CCOc1[nH]n(-c2ccc(Cl)cc2)c(=O)c1C=Nc1ccc(O)cc1	0.0	1.6	1	2	-19	0.0	-1	-6	5
CCOC(=O)c1ccc(-c2ccc(/C=N/NC(=O)CN(c3ccccc3Br)S(C)(=O)=O)o2)cc1	0.1	-0.1	16	-1	57*	0.9	-8	-5	-7
O=c1ccc(-c2n[nH]c(=S)n2-c2ccc(F)c(Cl)c2)n[nH]1	0.1	0.9	16	-6	4	1.9	-9	-11	-9
CC(C)CC1OC(C)CC2=C1C(=O)OC(C)(C)O2 (stereo unspecified)	0.0	x	10	x	8	x	x	x	-10
Nc1ccc2nc(SCC(=O)N3CCN(c4ccccc4)CC3)sc2c1	1.3	-2.1	-1	-14	7	-0.6	10	-4	-2
CC1CC(C)(C)NC2(CCCC2)N1 (stereo unspecified)	0.1	x	-18	x	9	x	x	x	18
Cc1ccc(S(=O)(=O)N2CC(=O)Nc3ccccc32)cc1	0.4	1.3	7	-5	-12	0.9	3	-5	-14
Cc1cc(C)cc(N2C(=O)CC(c3ccccc3)CC2=O)c1	-0.2	-1.3	4	-13	13	0.6	x	0	-12
NCCCC[C@H]1CNC(=O)C(=O)N1CCC12CC3CC(CC(C3)C1)C2	0.6	1.6	-1	-5	1	1.1	x	9	-2
Cc1cc(C)cc(NC(=S)NCC2CCN(C(C)c3ccccc3)C2)c1 (stereo unspecified)	3.5	3.7	8	-8	-10	10	-8	-6	-9
CCOc1ccccc1C1C(C#N)=C(N)Oc2cc(N)ccc21 (stereo unspecified)	0.7	-1.0	7	7	13	0.0	5	-5	-5
Cc1c(C(=O)Nc2ccncc2)sc2nc(-c3ccccc3)cn12	8.6	14	-9	13	58*	16	-2	-8	14
Cc1cc(C)c(OCC(=O)Nc2ccc(NC(=O)c3ccco3)cc2)c([N+](=O)[O-])c1	1.0	0.3	-12	-8	6	0.8	-6	-3	1
COc1ccc([N+](=O)[O-])cc1NC(=O)C(C)OC(=O)C1CCC1 (stereo unspecified)	-0.5	-2.2	11	-2	-1	-1.0	x	-7	-4
COc1cccc(NC(=O)C(Cc2ccccc2)n2cccc2)c1 (stereo unspecified)	0.9	-2.6	-10	-29	5	-1.4	-15	-16	2
O=C(NCCc1ccccc1)c1cccc(S(=O)(=O)NCc2ccccc2)c1	5.5	0.7	-6	-17	-3	-0.1	x	-4	-12
S=c1[nH]nc(CCc2ccccc2)n1Cc1ccccc1	1.4	0.6	18	-14	12	0.0	-11	-13	-7
CCN(CC)CCNC(=O)c1ccc(NC(=O)c2cc(S(=O)(=O)N3CCCCC3)ccc2N2CCOCC2)cc1	0.8	x	17	x	-4	x	x	x	-14
CCOC(=O)c1c(NC(=O)COC(=O)c2nccnc2N)sc2c1CCC2	0.5	-1.3	-1	-10	7	0.0	x	-5	-7
Cc1cc(/C=C2\NC(=O)NC2=O)c(C)n1-c1ccc(N2CCOCC2)cc1	-0.2	-0.3	-22	0	-16	0.8	-7	-7	18
Cc1ccc(C(=O)N/C(=C\c2ccccc2)C(=O)OCc2ccccc2)cc1	0.6	-1.9	26	-21	9	-0.1	-13	-9	-7
O=C(CN1C(=O)c2cccc3cccc1c23)Nc1ccc(S(=O)(=O)N2CCOCC2)cc1	0.4	-0.2	12	-3	-4	0.6	-12	-17	-4
COc1c(O)ccc2cnn(-c3ccccc3C)c(=O)c12	0.2	-0.5	0	-11	-3	-0.5	-9	-2	-1
COc1ccc(CCNC(=O)c2c(O)c3cc(OC)c(OC)cc3[nH]c2=O)cc1OC	0.4	x	10	x	-26	x	x	x	-11
COc1ccc2cc3[n+](cc2c1O)CCc1cc2c(cc1-3)OCO2	1.2	x	11	x	-2	x	x	x	-15
CC(C)c1ccc(COC(=O)CN2C(=O)NC3(CCCCC3C)C2=O)cc1 (stereo unspecified)	3.7	x	-1	x	-32	x	x	x	-13
Cc1cccn2c(=O)c3cc(C(=O)NCc4ccc(F)cc4)c(=N)n(CCCN4CCOCC4)c3nc12	-0.4	x	19	x	-12	x	x	x	-5
Cc1cccc(CN2CCCC(C(=O)c3ccc4c5c(cccc35)CC4)C2)n1 (stereo unspecified)	2.5	-0.8	15	-43	-27	0.1	-2	-9	-10
CCCc1noc(-c2ccc(-c3ccccc3)cc2)n1	0.5	-0.9	14	-10	-12	1.3	-4	-16	-17

(further entries)
structure	CHO-K1 Ca ag	OXTR agonist	M1 PAM parental	CHO parental Ca	TAAR1 antag	V1aR counter	GPR7 antagonist	OXTR potentiator	CHO-K1 Ca antag
O=C(O)Cc1ccc(NS(=O)(=O)c2c(Cl)cccc2Cl)cc1	0.2	1.2	9	-8	-3	1.2	-7	-4	-11
C#CCOCCOCCOCCNc1nc(N2CCN(C(=O)Cn3cc(CCCN=C(N)N)nn3)CC2)nc(N2CCN(C(=O)[C@H](CCCCN)n3cc(CCCC)nn3)CC2)n1	-0.7	1.5	17	8	-4	1.3	x	-2	1
CC(=O)c1sc(NC(=O)c2ccc(C)c(C)c2)nc1C	0.9	-1.1	27	-14	-17	-0.1	0	0	-20
O=C(CC1SC(=O)NC1=O)Nc1ccc(Cl)cc1 (stereo unspecified)	1.9	-0.3	20	-11	-5	1.7	-7	-1	-12
COC(=O)Oc1ccc(/C=N/NC(=O)CN(c2ccccc2Br)S(C)(=O)=O)cc1OC	2.2	3.2	-18	-18	-3	1.6	x	-6	1
CCOc1ccccc1NC(=O)CCNC(=O)C1CCN(S(=O)(=O)c2ccccc2)CC1	1.8	x	18	x	-14	x	x	x	-19
